Compound activity: PubChem, Broad Institute
Casp6 inh: blocks human caspase-6 cleavage activity. 0.53% of 350,000 active. inhibition, % at 12.5 µM. purified caspase-6, Z-VEID-R110 cleavage fluorescence. AID 686996;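 active = mean inhibition across replicates at least about 35%, with every replicate also reaching that limit, limit read from the data; inconclusive = only one of the two criteria met; inactive = neither criterion met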;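 also: 0% = median of neutral control wells and 100% = no fluorescence left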
Target sequence (P55212 24-179 limits assumed): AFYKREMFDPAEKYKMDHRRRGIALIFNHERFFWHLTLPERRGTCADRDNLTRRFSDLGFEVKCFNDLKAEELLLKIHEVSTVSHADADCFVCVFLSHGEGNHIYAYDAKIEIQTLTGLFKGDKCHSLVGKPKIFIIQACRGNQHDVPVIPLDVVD
Target sequence (P55212 194-293 limits assumed): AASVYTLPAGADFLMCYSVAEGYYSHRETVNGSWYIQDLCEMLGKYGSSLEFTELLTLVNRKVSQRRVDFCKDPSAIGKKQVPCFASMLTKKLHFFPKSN
Cneo AK release: causes C. neoformans cell lysis; 0.2% of 360,000 active; adenylate kinase release luminescence, 4 h; normalised: neutral wells 0, clomiphene wells 100; lysis activity, % at 15 µM;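 active = mean lysis activity across replicates of at least 80%, whatever share of replicates individually reach that level; inactive = mean lysis activity below 80%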
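Test system: log-phase Cryptococcus neoformans yeast cells. Input: 5 × 10^6 yeast cells/mL. Medium: fresh YPD growth medium. Doses: single dose. Incubation: static 4 h at 37 °C with compound, 1 h detection. Measured by: luminescent adenylate kinase detection reagent. Read-out: signal increase indicating cell lysis. Benchmarks: Clomiphene.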
LGR2 antag: blocks bursicon-induced cAMP signaling via Drosophila LGR2; HEK293 LGR2, CRE-luciferase, bursicon-stimulated, 4 h; inhibition, % at 9.99 µM; 0.35% of 380,000 active;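 active = drop in luminescence signal, shown as inhibition above about 50% in the replicate tests, limit read from the data, passing the limit was not always enough; inconclusive = probably only some replicates passing the limit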;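 also: agonist challenge used bursicon conditioned medium at about half maximal strength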
miR122 inh: blocks miR-122 activity in Huh7 sensor cells. Huh7 miR-122 Renilla luciferase sensor, 48 h; neutral wells = 0, positive control = 100. 0.3% of 340,000 active. activation (reporter increase), % at 12.5 µM;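 active = mean replicate activation score at least 90 and every replicate individually at or above 90; inconclusive = only one of the two criteria met; inactive = neither criterion met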;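 also: higher luciferase means less miR-122 activity so hits act as miR-122 inhibitors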
PGC1a acetyl inh: lowers PGC1a acetylation signal in U2OS cells. AlphaScreen anti-acetyl-lysine; with virally co-expressed GCN5 acetyltransferase. inhibition, % at 15.6 µM. 0.17% of 350,000 active. AID 651687;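 active = every replicate shows inhibition of at least 40%; inconclusive = mean inhibition at least 40% but some replicate below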;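 also: 0% = neutral control wells and 100% = positive control wells; some results beyond the cut were filed as inactive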
FN deposit inh: fibronectin deposition inhibition | AH1F fibroblasts, Alexa488-fibronectin deposition fluorescence, overnight | inhibition, % at 12.6 µM | 0.086% of 350,000 active | AID 743247;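 active = mean inhibition across replicates of 30% or more, regardless of how many single replicates reach that level; inconclusive = mean under 30% yet at least half of replicates reach 30%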;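 also: positive control wells lacked labelled fibronectin entirely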
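Measured by – fluorescence 485/525 nm · System – AH1F fibroblast monolayer, labelled fibronectin deposition · Amount – 10000 cells per well · Buffer or medium – serum-reduced DMEM (2% serum) · Doses – single dose, pinned · Also added – fluorescent fibronectin at 24 nM final · Schedule – 1 h cell attachment, overnight exposure to compound and label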
EWS-Fli inh: EWS/Fli transcriptional activity inhibition; inhibition, % at 12.6 µM; 0.67% of 350,000 active; A673 NR0B1-luciferase reporter, viability-normalised;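 active = mean inhibition of at least 50% after viability correction, with every replicate also passing that limit; inconclusive = mean reaches 50% but only one of two replicates passes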;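 also: firefly luciferase signal divided by Alamar Blue viability fluorescence both relative to DMSO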
PAX8 reporter: lowers PAX8-driven luciferase in RMG-I cells; inhibition, % at 12.6 µM; RMG-I TPO-luciferase reporter, SteadyGlo, 24 h; 1.2% of 360,000 active; AID 652154;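 active = mean replicate inhibition at least 60% with every replicate also reaching 60%; inconclusive = only one of the two criteria is met; inactive = mean below 60% and not all replicates reaching 60%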;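 also: luciferase light reporting Pax8 driven TPO promoter activity; plate controls were median of neutral control wells for no effect and mitoxantrone controls for full effect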
Numbers without * were called inactive; ? = inconclusive; . = no result given; [ ] = dose if it differs, or a comment. This is a random part of the collection, and some 2.5% of all compounds hit somewhere here.

SMILES	Casp6 inh	Cneo AK release	LGR2 antag	miR122 inh	PGC1a acetyl inh	FN deposit inh	EWS-Fli inh	PAX8 reporter
CCCC#Cc1ccc([C@@H]2[C@H]3CN(CC4CC4)CCCCN3[C@H]2CO)cc1	.	1	-2	-18[16.7 µM]	-8	.	15	6
CN(C)CCCSc1nc(-c2ccccc2)nc2c1CCC2	-5	2	3	1	-6	-4	-3	-2
O=C(CSc1nc(-c2ccc(F)cc2)cc(C(F)(F)F)n1)NCc1ccco1	.	0	.	-10	-3	-3	.	27
COC(=O)NC(=S)Nc1ccc(Oc2ccc(Cl)cc2)c(Cl)c1	-3	0	7	-4	15	.	.	.
CCOC(=O)/C=C1\SCC(=O)N1CC(=O)NCCOC	-1	2	5	-2	3	3	-2	-4
CN(C)C(=O)C[C@H]1C[C@@H]2c3cc(NC(=O)Nc4ccccc4)ccc3O[C@@H]2[C@@H](CO)O1	.	-1	-3	-2[16.7 µM]	-5	0	5	-1
Cc1[nH]c(=S)c(C#N)c(C)c1CC(=O)c1ccc(Br)cc1	1	0	11	.	.	-4	-1	19
Cc1noc(C)c1NC(=O)Nc1cccc2c1O[C@H](CN(C)S(=O)(=O)c1cccs1)[C@H](C)CN([C@H](C)CO)C2=O	-2	-1	15	-1[16.7 µM]	18	-9	-3	.
COc1ccc(NC(=O)N2CCN(C(=O)C(Cc3ccc(F)cc3)NC(C)=O)CC2)cc1 (stereo unspecified)	4	13	2	0	9	9	-12	0
COC(=O)C1=C(C)NC(=S)NC1c1ccc(OC)cc1 (stereo unspecified)	-2	.	-6	.	.	4	-22	-17
COc1cccc2c1C(=O)CC2NC(=O)C(F)(F)F (stereo unspecified)	.	1	.	10	11	-1	.	-1
C[C@H]1CN([C@@H](C)CO)C(=O)c2cc(C3=CCCCC3)cnc2O[C@H]1CN(C)S(=O)(=O)c1cn(C)cn1	.	.	8	12[16.7 µM]	21	-5	4	-17
Cc1ccc(C)c(S(=O)(=O)N2CCN(CC(=O)NC(C)c3ccccc3)CC2)c1 (stereo unspecified)	-4	1	10	5	0	6	8	-13
CC1CCCN(S(=O)(=O)c2cc(C(=O)NCc3ccco3)ccc2Cl)C1 (stereo unspecified)	2	-1	6	33	-10	0	14	-1
Cc1ccc(NC(=O)C2CCCN2C(=O)NC2CCCCC2)cc1 (stereo unspecified)	0	-1	.	-21	.	5	-8	-132
CC(C)Nc1nc2nonc2nc1Nc1ccccc1	12	-2	-5	.	1	5	15	17
COc1ccccc1N1CCN(S(=O)(=O)c2cc3c(cc2C)NC(=O)CO3)CC1	3	-2	3	-3	-15	6	1	18
CCOc1ccc2ccccc2c1/C=N/NC(=O)c1cc(C)[nH]n1	1	29	4	-4	1	-3	-4	-19
NS(=O)(=O)c1ccc(CNc2ncnc3sccc23)cc1	1	-3	10	2	2	4	2	27
N#Cc1ccc(-c2ccc([C@@H]3[C@@H](CO)N4C(=O)CN(C(=O)C5CCC5)C[C@@H]34)cc2)cc1	0	.	5	.	7	11	4	22

Reformatted: results already given.
Structure,Casp6 inh,Cneo AK release,LGR2 antag,miR122 inh,PGC1a acetyl inh,FN deposit inh,EWS-Fli inh,PAX8 reporter
NS(=O)(=O)c1ccc(CNc2ncnc3sccc23)cc1,1,-3,10,2,2,4,2,27
Cc1ccc(C)c(S(=O)(=O)N2CCN(CC(=O)NC(C)c3ccccc3)CC2)c1 (stereo unspecified),-4,1,10,5,0,6,8,-13

Further structures.
SMILES	Casp6 inh	Cneo AK release	LGR2 antag	miR122 inh	PGC1a acetyl inh	FN deposit inh	EWS-Fli inh	PAX8 reporter
Cc1cccc(C(=O)Nc2cccc(C(=O)NC3CCCC3)c2)c1	3	1	-10	7	-3	-3	.	.
NC(c1csc(Nc2nncc3ccccc23)n1)C1CCCCC1 (stereo unspecified)	-8	-9	.	-21	-9	0	17	-17
CCc1ccc(CN(C)C(=O)C2CCC(=O)N(Cc3ccccn3)C2)cc1 (stereo unspecified)	-4	0	6	.	.	-5	.	-8
Cc1cc(C(=O)Nc2cccc3c2O[C@H](CN(C)S(=O)(=O)c2c(C)noc2C)[C@H](C)CN([C@@H](C)CO)C3=O)n(C)n1	1	4	-5	11[16.7 µM]	-2	0	33	.
Cc1ccc(Cl)cc1Nc1nc(-c2sc(NC(=O)c3ccco3)nc2C)cs1	0	-1	4	8	-21	-1	49	86*
COCC(C)NC(=O)COc1ccc(Cl)cc1Cl (stereo unspecified)	.	2	.	-3	-3	7	.	-14
CO[C@H]1CN(C)C(=O)c2cc(NC(=O)NC(C)C)ccc2OC[C@H](C)N(Cc2ccc(-c3ccccn3)cc2)C[C@@H]1C	0	2	47	11[16.7 µM]	?	4	51*	.
CCOC(=O)C1CCCN(C(=O)CSc2ccccc2)C1 (stereo unspecified)	1	.	.	.	.	2	-10	-26
Cc1ccsc1C(=O)OCc1nc2ccsc2c(=O)[nH]1	1	-1	-4	.	.	3	-7	-24
CC(C)CN1C=C2C(=O)C(C)(OC(=O)C3CCCC3)C(=O)C=C2C=C1c1ccsc1 (stereo unspecified)	8	11	-13	0	.	-4	7	2
COc1ccc(CNC(=O)CSc2ccsc2[N+](=O)[O-])cc1	3	0	-34	-13	-2	-6	-14	-54
Cc1csc(NC(=O)NCC2CCCC(CNC(=O)Nc3nc(C)cs3)C2)n1 (stereo unspecified)	2	-2	-11	.	.	-2	-33	-15
COc1ccc(-c2nc(N)nc(C(F)(F)F)c2-c2cscn2)c(O)c1	1	0	15	-5	-3	4	-9	6
Cc1cc(N2CCN(C)CC2)nc2ccc(NC(=S)NCCCN3CCc4ccccc4C3)cc12	-136	1	3	3	-1	9	7	13
CN(C(=O)COc1ncnc2ccc(Br)cc12)C1CCCCC1	0	-1	9	-7	-3	-5	-22	-7
COc1ccc(CCn2c(=N)c(C(=O)NCC3CCCO3)cc3c(=O)n4cccc(C)c4nc32)cc1 (stereo unspecified)	0	17	10	.	.	9	31	21
C[C@H](CO)N1C[C@H](C)[C@@H](CN(C)CC2CC2)OCCCC[C@H](C)Oc2ccc(NC(=O)Nc3ccc4c(c3)OCO4)cc2C1=O	5	7	-3	-3[16.7 µM]	6	-3	.	-6
CCOC1=C/C(=C/c2c(N)n3nc(-c4ccccc4)sc3nc2=O)C=CC1=O	7	.	-10	-1	-2	.	8	10
CC1CN(C(=O)C2CC(=O)N(c3ccc(Cl)cc3)C2)CC(C)O1 (stereo unspecified)	1	-1	8	9	6	3	7	-8
Clc1ccc(Cl)c(Oc2ccc(Oc3nc(Cl)ccc3Cl)cc2)n1	.	2	.	-2	8	-2	.	.
O=C(NCCCNC(=O)c1ccc(-c2cc(Cl)ccc2Cl)o1)c1cnccn1	-3	-1	-23	-5	0	-6	.	-2
CC(C)[C@H](NC(=O)NC1CCN(Cc2ccccc2)CC1)C(=O)O	-5	.	-13	.	-5	0	-5	-11
CCOC(=O)C(NC(=O)c1ccccc1)(OCC1(CC)COC1)C(F)(F)F (stereo unspecified)	.	5	.	5	-7	-8	.	6
COc1ccc(C(=O)O)nc1C	-3	1	1	.	.	5	1	3
CCOc1ccccc1C(=O)OCC(=O)NCCc1ccc(OC)cc1	2	-1	-3	-9	-16	-5	-2	-15
O=C(Nc1ccccc1)NC1CCCCCCC1	-4	-3	.	13	-1	7	-90	-123
C[C@H](CO)N1C[C@H](C)[C@@H](CN(C)C(=O)c2ccncc2)Oc2ncc(C#CC3CCCC3)cc2C1=O	.	.	-6	-3[16.7 µM]	10	1	2	-8
Cc1c(CC(=O)O)c(=O)oc2cc3oc4c(c3cc12)CCCC4	3	.	3	-4	5	1	8	-21
O=C(C1CCCCC1)N1CC2(C1)[C@@H](c1ccccc1)[C@@H](CO)N2CC1CCCC1	-3	.	-16	.	8	6	-7	.
CCC(=O)N1C[C@H](O)COC[C@@H]2O[C@H](CC(=O)N3CCCCC3)CC[C@H]21	0	-3	19	0[16.7 µM]	1	1	0	5
COc1ccc(S(=O)(=O)Nc2ccc3c(c2)C(=O)N([C@H](C)CO)C[C@@H](C)[C@@H](CN(C)S(=O)(=O)c2c(C)noc2C)O3)cc1	-3	4	-21	7[16.7 µM]	25	.	-1	.
CN(C)c1ccc(C(=O)NNC(=O)Nc2ccccc2)cc1	-1	.	-25	.	2	4	-4	7
Cc1ccccc1CC1(CO)CCCN(C(=O)CCC(F)(F)F)C1 (stereo unspecified)	3	-1	30	.	.	11	-6	-18
CN(C)C(CNC(=O)C1CCN(S(=O)(=O)c2ccc(Cl)cc2)CC1)c1ccccc1 (stereo unspecified)	-17	1	-1	-5	-12	0	13	29
C[C@H]1COc2cccc(N(C)CCO)c2S(=O)(=O)N1	-3	.	-29	.	.	0	-10	5
COc1cc(C(=O)OCC(=O)Nc2ccc(S(=O)(=O)NC3=NCCCCC3)cc2)cc(OC)c1OC	1	4	-16	2	6	-1	3	-10
O=C(COc1ccc(Cl)cc1)NC(=S)Nc1ccccc1N1CCOCC1	3	22	5	-5	2	.	9	1
O=C1C2CC=C(Cl)CC2C(=O)N1CCc1ccccc1 (stereo unspecified)	.	0	.	1	8	5	.	.
N#C[C@@H]1[C@H](c2ccc(C3=CCCC3)cc2)[C@H](CO)N1C(=O)C1CCOCC1	1	-1	13	.	-5	5	-3	-3
Cc1onc(-c2ccccc2)c1C(=O)Nc1nnc(C(C)(C)C)s1	0	1	-5	6	.	-1	2	-4
COc1ccc(CN(C)C[C@@H]2OCCCC[C@H](C)Oc3ccc(NS(=O)(=O)c4ccc(Cl)cc4)cc3C(=O)N([C@@H](C)CO)C[C@H]2C)cc1	0	53	15	-13[16.7 µM]	-11	0	8	30
CO[C@@H]1CN(C)C(=O)c2cc(NS(=O)(=O)CC(F)(F)F)ccc2OC[C@@H](C)N(CC2CCCCC2)C[C@@H]1C	.	-1	-1	.	-3	12	0	-2
CN(C)C(=O)C[C@@H]1CC[C@H]2[C@@H](COc3ccc(NC(=O)C4CCOCC4)cc3C(=O)N2C)O1	0	-1	9	-4[16.7 µM]	-1	-9	-6	-2
C[C@@H]1CCCCO[C@@H](CN(C)S(=O)(=O)c2cccs2)[C@H](C)CN([C@H](C)CO)C(=O)c2cc(NC(=O)Cc3ccccc3)ccc2O1	.	-3	-10	-14[16.7 µM]	-20	.	15	-8
O=c1oc2ccccc2c(NC2CCCCC2)c1NS(=O)(=O)c1ccc(F)c(Cl)c1	1	-2	3	10	-7	-17	.	-1
Cc1cccc(NC(=O)Cn2cc(C(=O)C3CC3)c3ccccc32)c1	3	-1	12	-1	.	-4	5	5
Cc1noc(C)c1NC(=O)Nc1ccc2c(c1)C(=O)N([C@H](C)CO)C[C@@H](C)[C@H](CN(C)C(=O)Nc1ccc(F)cc1)O2	1	1	-23	10[16.7 µM]	-10	6	-9	-4
Cc1[nH]c(C)c(S(=O)(=O)Nc2ccccc2)c1C(=O)N1CCCC1	-2	1	-6	19	11	0	1	-12
C[C@H](CO)N1C[C@H](C)[C@H](CN(C)Cc2ccncc2)Oc2ncc(C3=CCCCC3)cc2C1=O	3	55	0	-7[16.7 µM]	-14	.	-1	.
CCOC(=O)c1cc2c(ccn2C)n1CC(=O)N1C(C)CCCC1C (stereo unspecified)	-4	.	0	6	0	17	-11	-5
